High-throughput results deposited in PubChem by several laboratories.
TCR CD3 inh: blocks the human TCR-CD3 interaction; TAMRA-labeled TCR probe fluorescence, biochemical; inhibition, % at 9.4 µM; 360,000 compounds, 0.37% hits; AID 651800; in the data active means inhibition above about 19%;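 further: recombinant mutant TCR 2C K166C tagged with TAMRA read by polarization; 0% = receptor in buffer alone and 100% = receptor with positive control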
SIAE inh: inhibitors of human sialic acid acetylesterase SIAE. Q9HAT2. SIAE FP-Rh probe binding, fluorescence polarization. inhibition, % at 9.66 µM. 370,000 compounds, 0.69% hits. AID 1053197;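 active means inhibition above a cutoff: mean of compounds within the control limits plus 3 SD of those, cut at about 17% in these data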;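 further: 0% = plate median of compound wells and 100% = probe without SIAE protein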
PRMT1 inh: blocks human protein arginine methyltransferase 1; recombinant PRMT1, activity-based probe fluorescence polarization; inhibition, % at 2.79 µM; 370,000 compounds, 1.3% hits; AID 652257;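 active means inhibition above about 21% made by adding two undisclosed values, limit read from the data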
mABHD4 FP: inhibits mouse alpha/beta hydrolase domain 4; purified mABHD4, FP-Rh probe fluorescence polarization; inhibition, % at 8.92 µM; 370,000 compounds, 0.54% hits;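 active means inhibition exceeding the mean over every tested compound plus 3 SD, cut at about 30% in these data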;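 further: 0% = plate median of compound wells and 100% = S159A mutant with DMSO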
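Doses – 8.92 µM, single dose · Material – wild-type mouse ABHD4 protein · Replication – single well per compound (singlicate) · Measure – percent inhibition of probe binding, normalized to plate controls · Schedule – 45 min compound pre-incubation plus 60 min probe step, 25 °C · Detection – fluorescence polarization with parallel and perpendicular emission, 525/598 nm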
NPR2 activator: GC-B (human) receptor activation; P20594; HEK293-GC-B cells, CNP EC30, cGMP TR-FRET; 0% at EC30 CNP, 100% saturating CNP; activation, % at 10 µM; 370,000 compounds, 0.11% hits;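 active means activation at 10 µM reaching about 35% in either raw or pattern-adjusted values, limit read from the data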
Target sequence (P20594 whole entry, looked up): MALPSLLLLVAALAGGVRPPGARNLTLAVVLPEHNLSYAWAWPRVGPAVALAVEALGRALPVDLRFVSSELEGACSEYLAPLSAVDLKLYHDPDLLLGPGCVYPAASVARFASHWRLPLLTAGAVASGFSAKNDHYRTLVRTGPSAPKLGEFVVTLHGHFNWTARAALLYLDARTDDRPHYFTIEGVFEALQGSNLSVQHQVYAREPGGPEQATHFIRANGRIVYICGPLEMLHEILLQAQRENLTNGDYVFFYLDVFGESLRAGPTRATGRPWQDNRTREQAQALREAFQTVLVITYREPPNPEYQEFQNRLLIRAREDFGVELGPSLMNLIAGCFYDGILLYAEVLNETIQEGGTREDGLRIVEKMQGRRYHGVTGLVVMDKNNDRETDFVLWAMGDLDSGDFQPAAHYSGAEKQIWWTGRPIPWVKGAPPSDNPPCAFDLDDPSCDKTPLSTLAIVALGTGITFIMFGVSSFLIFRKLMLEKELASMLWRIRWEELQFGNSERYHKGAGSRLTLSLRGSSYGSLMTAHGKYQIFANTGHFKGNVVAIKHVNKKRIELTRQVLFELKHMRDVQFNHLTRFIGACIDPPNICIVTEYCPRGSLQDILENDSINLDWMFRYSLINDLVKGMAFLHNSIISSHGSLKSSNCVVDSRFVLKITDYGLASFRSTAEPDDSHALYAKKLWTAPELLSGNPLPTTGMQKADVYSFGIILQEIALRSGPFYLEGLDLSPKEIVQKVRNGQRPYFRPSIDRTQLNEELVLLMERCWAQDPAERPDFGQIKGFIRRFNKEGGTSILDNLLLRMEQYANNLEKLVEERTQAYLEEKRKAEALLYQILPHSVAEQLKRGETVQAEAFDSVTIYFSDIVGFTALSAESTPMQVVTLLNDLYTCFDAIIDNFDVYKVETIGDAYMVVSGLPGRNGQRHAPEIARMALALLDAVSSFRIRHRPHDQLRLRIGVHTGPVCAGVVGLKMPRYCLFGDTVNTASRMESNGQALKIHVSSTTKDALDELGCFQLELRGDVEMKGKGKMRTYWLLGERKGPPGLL
LEDGF integ inh: blocks HIV-1 LEDGF/p75-dependent DNA integration; TR-FRET IN-LEDGF/p75 DNA integration, Eu/Cy5; inhibition, % at 3.7 µM; 370,000 compounds, 0.64% hits;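 active means inhibition above the screen-wide mean plus 3 SD, cut at about 13% in these data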;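 further: signal is the Cy5 over europium emission ratio at 671 and 618 nm; 0% = plate median of compound wells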
TDP2 inh: TDP2 (human) inhibition, absorbance primary screen; recombinant TDP2, T5PNP hydrolysis, p-nitrophenol absorbance 415 nm; inhibition, % at 12.8 µM; 370,000 compounds, 0.34% hits; AID 720702;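 active means inhibition above the mean of all tested compounds plus 3 SD, set per campaign, cut at about 25% in these data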;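 further: 0% = DMSO with enzyme and 100% = buffer with substrate but no TDP2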
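Evaluation: % inhibition relative to enzyme-containing and enzyme-free wells. Material: recombinant human TDP2. Benchmarks: enzyme-free and DMSO wells. Timing: enzyme reaction with compound for 2 h at 37 °C. Compound dosing: 12.8 µM only. Measured by: p-Nitrophenol epi absorbance. Reagent: T5PNP substrate at 5 mM, a TopII-DNA adduct mimic. Replication: single well per compound.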
rCAG binder: binds r(CAG) RNA repeats. r(CAG) RNA repeat, TO-PRO-1 dye displacement fluorescence. inhibition, % at 3 µM. 370,000 compounds, 1.3% hits;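 active means inhibition above the plate cutoff, the mean of all test compounds on that plate plus 3 SD, cut at about 35% in these data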;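 further: 0% = DMSO alone and 100% = 100 µM mitoxantrone as full dye displacement; higher means more dye released from RNA so lower well fluorescence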
HTRA1 inhibitor: HTRA1 (human) protease inhibition; 340,000 compounds, 0.5% hits; inhibition, % at 5.96 µM; recombinant HTRA1, FP-rhodamine activity-based probe, fluorescence polarization; AID 504803; Q92743; in the data active means inhibition above about 36%;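 further: 0% = enzyme with DMSO and 100% = wells lacking enzyme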
MBD2 inh: inhibitors of human MBD2 binding to methylated oligonucleotide; TR-FRET; Q9UBB5; 370,000 compounds, 0.31% hits; inhibition, % at 4.4 µM; in the data active means inhibition above about 13%
An asterisk follows results filed as active; . = not tested or not shown. These rows are one share of the data; count on the stated rates, not on these rows.

SMILES	TCR CD3 inh	SIAE inh	PRMT1 inh	mABHD4 FP	NPR2 activator	LEDGF integ inh	TDP2 inh	rCAG binder	HTRA1 inhibitor	MBD2 inh
COc1ccc(NC(=O)C(=O)N/N=C(\C)CC(=O)Nc2ccccn2)c(OC)c1	0	-6	9	-9	2	6	5	3	-8	5
O=C(C1=C[C@H](c2ccccc2)C[C@H](OCCCCO)O1)N1CCOCC1	9	3	1	-2	3	-2	0	2	0	-5
O=C(Cc1ccc(Cl)cc1)NCC(=O)N1CCN(Cc2ccccc2)CC1	-3	-2	1	-2	2	-4	-5	-11	5	1
O=C(O)/C(=C\c1cccc(OCc2ccccc2)c1)c1ccc(F)cc1	3	1	2	-6	-2	4	6	32	-10	1
CCC(Sc1nc2cc(OC)c(OC)cc2c(=O)n1Cc1ccc(OC)cc1)C(=O)NCCOC (centres undefined)	6	0	-4	2	3	4	11	-3	-1	-2
COc1ccc(-c2cc(C)no2)cc1S(=O)(=O)N1CCN(C(=O)c2ccco2)CC1	13	-4	0	5	-2	0	4	2	2	-5
CCCOc1ccc(N2C(=O)CC(N(Cc3ccc(S(N)(=O)=O)cc3)C(=O)CC)C2=O)cc1 (centres undefined)	-2	1	6	6	4	0	6	7	-3	-5
c1ccc(Oc2ccc(-c3ccnc4ncnn34)cc2)cc1	3	-1	0	-8	-9	-1	-4	-5	5	-1
CN(C)N1C(N)=C(C#N)C(c2cccc([N+](=O)[O-])c2)C2=C1CC(C)(C)CC2=O (centres undefined)	-7	-6	7	-5	3	4	-9	-2	0	8
COc1ccc2cc3c(N)nn(C(=O)c4ccccc4[N+](=O)[O-])c3nc2c1	-8	9	6	3	-3	-5	-1	10	-19	-4
Cc1c(NC(=O)c2ccc(Br)o2)c(=O)n(-c2ccccc2)n1C	-5	-4	1	1	1	0	1	0	4	8
CCN(CC)S(=O)(=O)c1cccc(NC(=O)CCNC(=O)c2ccccc2Cl)c1	5	-8	0	11	1	-2	-10	0	-40	4
O=C1NC(=O)C(c2ccccc2)(c2ccccn2)N1 (centres undefined)	-24	-2	2	7	0	1	0	0	-1	9
N/C(=N\OC(=O)COc1ccc(Br)cc1)c1ccncc1	-1	-3	2	-7	-11	-7	-6	-3	5	2
COc1ccc(S(=O)(=O)N2CCN(C(=O)c3cc(C4CC4)nn3-c3ccccc3)CC2)cc1OC	-2	-4	0	-14	-1	-1	3	2	2	-3
O=C(N[C@@H](Cc1ccc(Br)cc1)C(=O)O)OCC1c2ccccc2-c2ccccc21	9	-14	-1	-7	-2	2	-8	39*	-49	-1
CC(=O)Nc1ccc(-c2ccnc3c2CC(C)(C(=O)Nc2ccc(Cl)c(C(F)(F)F)c2)O3)cc1 (centres undefined)	4	-49	-4	-54	-7	1	-6	5	.	-2
O=C1CCCN1CCCNc1ccc2nnc(CCC(=O)N3CCN(c4ccc(F)cc4)CC3)n2n1	7	-3	1	0	4	-3	-9	-6	7	-2
CCOC(=O)CCCCCC(=O)Nc1ccc2c(c1)CC(=O)N([C@H](C)CO)C[C@@H](C)[C@H](CN(C)Cc1ccc3c(c1)OCO3)O2	1	7	5	-5	5	-3	4	5	-7	0
O=C(OCc1cn(Cc2ccc(Cl)cc2)nn1)N1CCCC1	.	6	-5	-3	8	5	2	-1	.	0
Cc1ccnc(NS(=O)(=O)c2ccc(Cl)nc2)c1	5	-4	0	-6	3	3	22	2	3	1
CCN(CC)S(=O)(=O)c1ccc(N2CCCC2)c(NC(=O)Cc2c(F)cccc2Cl)c1	-1	6	1	-7	-2	-5	-7	0	2	6
Fc1ccc(-c2cnn3c(-c4cccs4)ccnc23)cc1	-1	-6	2	3	-2	-5	-9	0	-9	1
S=C(c1ccc(-c2cc(Cl)ccc2Cl)o1)N1CCCCC1	0	-2	-2	-2	14	-2	-10	3	-4	-4
CC1(CC(=O)N/N=C/c2ccc(OCc3ccc(Cl)cc3Cl)cc2)OCCCO1	-7	3	-3	-8	7	3	-13	3	6	-3
CC(C)(C)c1ccc(S(=O)(=O)NCC2CCN(C(=O)C(=O)c3cc4ccccc4o3)CC2)cc1	-7	-10	6	-26	6	0	-11	10	.	7
CCN1CCN(C(=O)c2ccc(-c3nc4ccccc4s3)s2)CC1	4	0	-4	1	2	1	1	-6	-2	2
O=C(Nc1ccc(Cl)cc1C(=O)Nc1ccncc1)c1ccco1	2	-5	3	-1	-12	3	1	3	-27	-7
CCOC(=O)C1=C(CC)OC(N)=C(C#N)C1c1cccs1 (centres undefined)	6	2	0	-7	0	-1	7	-2	-8	-2
O=C(COc1ccccc1)N/N=C/c1ccc2c(c1)OCO2	-3	-1	2	-5	0	-3	1	-1	-6	2
Cc1ccc(N2CC(C(=O)Nc3ccccc3C(=O)N3CCOCC3)CC2=O)cc1 (centres undefined)	-5	1	11	-6	-3	-5	-12	-3	8	4
O=C(Nc1ccccc1Cl)N1CCN(c2ccccn2)CC1	8	-2	-2	8	1	-1	9	-1	1	-5
CCC1CCC(C(=O)NC(CCSC)C(=O)NCCc2ccc(S(N)(=O)=O)cc2)CC1 (centres undefined)	3	-3	8	1	0	0	7	0	-7	-2
C=CCC1CCCCC12NC(=O)NC2=O (centres undefined)	-4	-5	2	-3	2	0	-1	-1	-2	5
Cc1ccc(C(=O)c2cc([N+](=O)[O-])ccc2N2CCOCC2)c(C)c1	-4	-7	3	0	-3	2	3	-5	-16	-1
CCOC(=O)C1(C)CCN1C(=O)c1cccc(C#N)c1 (centres undefined)	1	1	-1	-5	3	7	9	0	.	1
CCN(CC)C(=O)Cn1c(=O)n(CC(=O)N2CCCCC2)c(=O)c2sccc21	7	4	-1	2	2	1	-8	-2	7	-3
CCOC(=O)c1ccc2c(c1)nc(C1CCN(S(=O)(=O)c3cccs3)CC1)n2CC	8	0	-1	-2	1	1	5	-4	-11	0
Cc1cc(F)ccc1S(=O)(=O)N1CCCOC1CNC(=O)C(=O)NCc1ccncc1 (centres undefined)	-11	13	-1	-11	-1	4	-3	2	10	1
COc1ccc(CN2CCN(C(=O)c3cccc(OC)c3OC)CC2)cc1OC	8	0	0	3	0	3	15	-8	1	0
CCOc1ccc(C(=S)N2CCCC2)cc1	-6	-1	2	7	3	-2	1	-4	6	4
O=C(Nc1ccc(N2CCCCC2)cc1)c1ccccc1	7	-2	0	0	0	-5	0	-4	-12	2
C[C@@H]1CN(C(=O)OC(C)(C)C)CCN1c1ccc(N2CCN(Cc3ccccc3)[C@@H](C)C2)c(C#N)c1	1	0	3	8	3	-3	-5	6	.	3
S=C(Nc1ccccc1)N1CCCCCCC1	5	-2	-3	2	-4	-2	-7	-2	-5	-3
S=C(NCCc1ccc(Cl)cc1)NCc1ccco1	-7	3	2	5	-2	1	9	2	-12	-5
COc1ccc(C)cc1S(=O)(=O)NCCN1CCOCC1	5	-4	0	-1	1	-2	-22	0	3	-1
COc1ccc(/C(C)=N/NC(=O)CNC(=O)c2ccncc2)c(OC)c1	12	5	-3	-2	5	1	2	-1	1	0
CC(C)(C)NC(=O)C(c1ccccc1)N(C(=O)c1csnn1)C1CC1 (centres undefined)	8	1	0	2	0	0	4	-5	4	-6
Cc1ccnc(NC(c2ccsc2)c2ccc3ccc(C)nc3c2O)c1 (centres undefined)	-12	-2	44*	-4	2	-19	-12	1	16	0
O=C(CCc1ccccc1)NC1CCCc2ccccc21 (centres undefined)	-3	-11	-7	-13	1	8	-11	0	6	-6
O=C1NC(=O)/C(=C/c2ccco2)N1	6	12	12	9	-6	0	0	0	0	-1
COc1ccc(CC(N)c2csc(Nc3nncc4ccccc34)n2)cc1 (centres undefined)	7	2	0	24	-8	7	-6	16	.	-2
CC(C)CC(=O)Nc1c2c(nn1-c1ccc(F)cc1)CS(=O)(=O)C2	5	-10	2	-12	1	3	-24	1	3	4
OCCC1CN(Cc2ccc3nsnc3c2)CCN1C1CCCC1 (centres undefined)	-6	10	0	0	1	5	1	-2	6	-7
O=C1c2ccccc2C(=O)N1CCCCN(C(=O)c1ccco1)c1ccc(Cl)cc1	-5	-5	-1	-5	-9	3	-1	0	-15	2
Cc1sc2c(=O)n3c(nc2c1C(=O)NCCCN1CCOCC1)CCCCC3	3	2	0	-2	-5	2	3	1	2	0
O=C(C1=C(O)C(=O)N(CCN2CCOCC2)C1c1ccc(F)cc1)c1cc2ccccc2o1 (centres undefined)	-6	4	5	7	3	1	1	11	2	2
C[C@@H]1CCCCO[C@H](CN(C)C(=O)CCC(F)(F)F)[C@@H](C)CN([C@H](C)CO)C(=O)c2cc(NC(=O)c3ccncc3)ccc2O1	-4	-2	3	-7	-6	-4	2	1	2	3
COc1ccc(-c2ncncc2-c2ccccc2)c(O)c1	4	5	-1	-2	-3	-2	-5	1	-5	-2
CSCCC(NC(=O)c1ccccc1Br)C(=O)NNC(=O)c1csc(N2CCOCC2)n1 (centres undefined)	-4	6	1	0	-3	-1	1	3	-5	-5
Next part:
SMILES	TCR CD3 inh	SIAE inh	PRMT1 inh	mABHD4 FP	NPR2 activator	LEDGF integ inh	TDP2 inh	rCAG binder	HTRA1 inhibitor	MBD2 inh
Cc1ccc(S(=O)(=O)NC(C(=O)Oc2ccc3ccc(=O)oc3c2)c2ccccc2)cc1 (centres undefined)	-2	4	5	4	-4	-1	-10	1	4	2
Cc1csc(=O)n1CC(=O)OCC(=O)c1c(N)n(CC(C)C)c(=O)n(C)c1=O	5	0	-3	-5	-3	0	-4	-1	-3	-1
COc1cc(/C=N/NC(=O)Cn2cnc3c2c(=O)n(C)c(=O)n3C)cc(OC)c1OC	-2	13	-2	0	-1	1	5	2	.	1
CSCCC(NS(=O)(=O)c1ccc2c(c1)oc(=O)n2C)C(=O)NCc1ccccc1 (centres undefined)	4	10	-5	2	3	3	9	1	-1	-2
COC(=O)c1cc(OC)c(OC)cc1NC(=S)N1CCN(Cc2ccccc2)CC1	2	2	-3	1	-3	0	-2	-3	1	-4
CC(NC(=O)c1ccc(NC(=O)c2ccco2)cc1)c1ccccc1 (centres undefined)	-3	5	0	5	-1	-1	8	-3	1	3
Cn1c(=O)c(C(=O)COC(=O)c2cc(C3CC3)nc3ccccc23)c(N)n(Cc2ccccc2)c1=O	1	-42	-2	-52	4	2	1	14	.	-3
O=C(Nc1cc(-c2nc3ncccc3o2)ccc1Cl)c1ccc2c(c1)OCO2	-2	-3	-4	0	11	2	0	5	-1	3
CCCc1cc(=O)oc2cc(C)cc(OCC(=O)N3C[C@H]4C[C@@H](C3)c3cccc(=O)n3C4)c12	-2	-7	4	3	-1	-4	4	-1	.	1

With a hit mark in PRMT1 inh, of those listed so far:
SMILES | TCR CD3 inh | SIAE inh | PRMT1 inh | NPR2 activator | LEDGF integ inh | TDP2 inh | HTRA1 inhibitor | MBD2 inh
Cc1ccnc(NC(c2ccsc2)c2ccc3ccc(C)nc3c2O)c1 (centres undefined) | -12 | -2 | 44* | 2 | -19 | -12 | 16 | 0
